B2AR arrestin: agonists driving beta-arrestin recruitment to human beta2-adrenergic receptor; beta-arrestin recruitment to beta2AR, cell-based reporter; hit rate 0.02% among 330,000; P07550; Potency, µM (titrated, usually from 46.1 µM), for inactives: at the top dose activation, actives largely listed as activators; AID 492947;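 also: potency is read from the fitted curve at half-maximal effect; 0% = DMSO controls and full agonism = EC100 isoproterenol or metaproterenol; nearly all actives have a fitted effect of over 65% in size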
Coupling enz: counter-screen for Giardia aldolase inhibitors: coupling enzyme system; coupling enzyme system counterscreen, AmpLite Red fluorescence; activity change, negative = inhibition, % at 58.2 µM, hits read low; hit rate 0.67% among 290,000; in the data active = activity change below about -30%; also: % is scaled to controls: 0 for no effect and ±100 for the full control effect
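Final compound at 57.5 uM, incubated 10 min at RT with coupling enzyme reagent (glyceraldehyde-3-phosphate), then 20 min with substrate and AmpLite Red detection. Fluorescence read at 525/598 nm; tests interference with the coupling assay, not aldolase inhibition.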
Tb PFK inh: blocks T. brucei phosphofructokinase | O15648 | T. brucei PFK, ADP-Glo luminescence | Potency, µM (highest dose often 57.5 µM), for inactives: at the top dose activity, negative = inhibition, actives largely listed as inhibitors | hit rate 0.17% among 330,000 | AID 485367;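 also: potency is read from the fitted curve at half-maximal effect; 0% = uninhibited 1x PFK enzyme wells and -100% = no-enzyme wells; nearly all actives have a fitted effect of over 60% in size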
Target sequence (O15648 whole entry, looked up): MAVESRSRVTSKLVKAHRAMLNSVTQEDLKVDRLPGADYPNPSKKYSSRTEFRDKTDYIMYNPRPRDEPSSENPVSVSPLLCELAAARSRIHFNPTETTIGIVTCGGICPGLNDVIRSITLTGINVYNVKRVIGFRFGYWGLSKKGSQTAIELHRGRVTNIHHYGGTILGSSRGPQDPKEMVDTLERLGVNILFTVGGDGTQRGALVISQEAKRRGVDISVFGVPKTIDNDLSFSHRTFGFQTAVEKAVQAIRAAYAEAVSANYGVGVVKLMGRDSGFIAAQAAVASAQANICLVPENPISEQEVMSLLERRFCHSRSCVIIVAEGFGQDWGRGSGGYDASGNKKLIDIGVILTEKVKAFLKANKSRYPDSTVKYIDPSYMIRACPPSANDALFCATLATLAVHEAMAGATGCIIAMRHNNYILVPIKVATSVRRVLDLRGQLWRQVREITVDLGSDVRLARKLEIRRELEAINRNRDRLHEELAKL
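In TEA buffer at pH 8.0 with 5 mM MgCl2, enzyme (1.25 nM) converted F6P (0.5 mM) and ATP (0.1 mM) for 45 min at room temperature. ADP product was read by luciferase luminescence.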
Menin-MLL TR inh: displaces Texas Red mutant MLL peptide from human menin; O00255; Potency, µM (doses to about 61.6 µM), without a hit: top-dose FP activity change, negative = inhibition, usual class: inhibitors; AID 1768; Menin + Texas Red MLL mutant peptide, fluorescence polarization; hit rate 0.23% among 270,000; active = well fitted inhibition curve with a large enough effect in the polarisation, with a control signal flat, not every such curve was filed as active; inconclusive = small, poorly fitted or top-dose-only effect, or effect the other way, or a change in a side signal; inactive = no such curve, though single readings can be large or run the other way; the % refers to the polarisation; also: potency is read from the fitted curve at half-maximal effect; % of control where 0% means no effect; many of its hits are not listed in these tables
ASM inhibitor: blocks human secretory acid sphingomyelinase. P17405. AID 504937. placental ASM, HMU-PC fluorogenic substrate, 60 min. hit rate 0.006% among 340,000. Potency, µM (titrated, usually from 57.5 µM), without a hit: top-dose activity change, negative = inhibition, actives largely listed as inhibitors; also: potency is read from the fitted curve at half-maximal effect
Target sequence (P17405 47-631 limits assumed): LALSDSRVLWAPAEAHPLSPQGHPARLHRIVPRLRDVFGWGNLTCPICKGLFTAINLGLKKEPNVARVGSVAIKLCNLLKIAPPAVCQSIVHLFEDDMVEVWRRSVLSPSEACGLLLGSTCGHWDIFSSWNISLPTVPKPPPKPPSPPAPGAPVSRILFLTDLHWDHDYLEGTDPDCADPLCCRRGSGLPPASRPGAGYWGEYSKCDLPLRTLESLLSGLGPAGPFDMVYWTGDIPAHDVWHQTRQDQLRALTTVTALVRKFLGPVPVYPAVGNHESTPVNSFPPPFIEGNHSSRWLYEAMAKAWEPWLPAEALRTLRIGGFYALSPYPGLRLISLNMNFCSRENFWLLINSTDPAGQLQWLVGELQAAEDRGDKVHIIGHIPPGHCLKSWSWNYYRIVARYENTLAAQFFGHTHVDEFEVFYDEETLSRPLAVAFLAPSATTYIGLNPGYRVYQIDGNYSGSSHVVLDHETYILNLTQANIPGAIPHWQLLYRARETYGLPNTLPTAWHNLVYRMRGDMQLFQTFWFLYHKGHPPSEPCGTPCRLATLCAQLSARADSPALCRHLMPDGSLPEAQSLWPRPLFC
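HMU-PC0 cleavage (9 uM final) by human placental ASM, 60 min at 37 °C following 10 min compound exposure at RT; stopped at pH 10, fluorescence Ex 386/Em 447 nm.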
Chronic BCR inh: inhibitors of chronic active B-cell receptor signaling; ABC-DLBCL IkBa-CBG/CBR reporter, luminescence ratio, 4 h; Potency, µM (top dose mostly 46.1 µM), for inactives: at the highest dose ratio change, negative = lower green/red ratio, most hits filed as inhibitors; hit rate 0.05% among 340,000; AID 493014; active = well fitted inhibition curve with a large enough effect in the signal ratio, with a control signal flat, not every such curve was filed as active; inconclusive = small, poorly fitted or top-dose-only effect, or effect the other way, or a change in a side signal; the % refers to the signal ratio;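 also: potency is read from the fitted curve at half-maximal effect; plate controls were basal doxycycline-induced cells for no effect and cells given 10 µM MG132 for full effect; MG132 reads +100%, hits lower the ratio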
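Compounds up to 46 uM were incubated four hours with TMD8 cells whose green CBG68 luciferase is fused to IkappaBalpha; red CBR luminescence normalised the signal, and concentration-effect curves were fitted to fusion, red and ratio data.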
PTAP TSG101 blk: blocks PTAP/TSG101 interaction to inhibit HIV-1 budding | Q99816 | Fluorescence polarization, FITC-PTAP peptide / Tsg101 binding | Potency, µM (top dose mostly 115 µM), for the others: at the top dose activity change, negative = inhibition, hits mostly inhibitors | 340,000 tested, under 10 active; active = well fitted inhibition curve with a large enough effect in the main read-out, with a control signal flat, not every such curve was filed as active; inconclusive = small, poorly fitted or top-dose-only effect, or effect the other way, or a change in a side signal; inactive = no such curve, though single readings can be large or run the other way; also: potency is read from the fitted curve at half-maximal effect; % of control where 0% means no effect
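Compounds were pin-transferred onto Tsg101 binding domain (10 uM final) in HEPES pH 7.5 buffer, then FITC-PTAP peptide was added at 50 nM final. After 20 min at RT, polarization reported peptide displacement across a qHTS concentration series.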
PKM2 activator: activators of human pyruvate kinase M2 | P14618 | hit rate 0.34% among 260,000 | Potency, µM (titrated, usually from 57.5 µM), inactives show at the top dose activation, actives largely listed as activators | AID 1631 | purified PKM2, Kinase-Glo ATP luminescence, activation; response scale: 0% is enzyme alone, no compound; also: potency is read from the fitted curve at half-maximal effect; % is scaled to controls: 0 for no effect and ±100 for the full control effect; nearly all actives have a fitted effect of over 55% in size
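Kinase-Glo luminescence reports ATP generated from ADP (0.1 mM) and PEP (0.5 mM) by purified hPK-M2 after 1 h at room temperature, pH 7.2 imidazole buffer; intermediate enzyme activity allows detecting inhibitors and activators.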
a7 integrin act: integrin-mediated muscular dystrophy alleviation activation. alpha7betagal myoblasts, beta-gal FDG fluorescence, 48 h. Potency, µM (doses to about 38.3 µM), for the others: at the top dose activation, usual class: activators. hit rate 0.064% among 350,000. AID 624291;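 also: potency is read from the fitted curve at half-maximal effect; 100% = response of the positive control SU9516; nearly all actives have a fitted effect of over 60% in size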
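alpha7betagal+/- myoblasts (passage 13, 250/well) treated 48 h at 37C with compounds at 1:260 dilution of DMSO stock. Lysed, then beta-galactosidase activity read as FDG fluorescence (ex 480/em 540) after 30 min, with pre-read for autofluorescence.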
GALK inh: galactokinase (human) inhibition. P51570. Purified GALK, Kinase-Glo residual ATP luminescence. Potency, µM (highest dose often 57.5 µM), for the others: top-dose activity change, negative = inhibition, hits mostly inhibitors. hit rate 0.007% among 270,000. AID 1868; also: potency is read from the fitted curve at half-maximal effect; % is scaled to controls: 0 for no effect and ±100 for the full control effect
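5 nM enzyme, 35 uM ATP, 100 uM galactose, 20 mM HEPES pH8.0, 5 mM MgCl2; 1 h RT; residual ATP by Kinase-Glo Plus luminescence, qHTS format.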
Giardia kill: kills Giardia lamblia; Giardia lamblia trophozoite viability; hit rate 0.15% among 340,000; AID 540267; activity change, % at 7.66 µM, hits read low; in the data active = activity change below about -80%; inconclusive = between about -30% and that limit;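 also: parasites exposed to compound for two days anaerobically before the ATP read; % is scaled to controls: 0 for no effect and ±100 for the full control effect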
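Luminescent ATP signal served as the viability read-out, measured 15-30 min after adding ATP detection reagent to trophozoites that had been incubated with compounds for 48 hrs at 37 deg C anaerobically at 100 cells/well.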
* marks the source's active call; other numbers are inactive results; ? = inconclusive; nt = not tested or not shown; [ ] = another dose, or the depositor's remark. Unless noted, calls follow the shape of the dose curve; as a rule, active = well fitted curve in the direction sought with a large enough effect; inconclusive = small, poorly fitted or top-dose-only effect, or another doubt; inactive = no such curve, though single readings can be large; an effect the other way counts as inactive or inconclusive.

SMILES	B2AR arrestin	Coupling enz	Tb PFK inh	Menin-MLL TR inh	ASM inhibitor	Chronic BCR inh	PTAP TSG101 blk	PKM2 activator	a7 integrin act	GALK inh	Giardia kill
COC(=O)c1sc(SC)c(S(=O)(=O)C(C)C)c1N/N=C(\C#N)S(=O)(=O)c1ccccn1	-0.9%	6	-1%	nt	2%	0%	-4%	-4%	-22%	0%	-24
CCOC(=O)c1cnn(CCOC(=O)C(C)(C)C)c1NC(=O)C(C)(C)C	0.3%	2	1%	-1%	4%	-6%	-6%	4%	-5%[7.66 µM]	3%	7
O=C(Nc1cc(C(=O)N2CCCC2)ccc1N1CCCC1)C1CC1	-0.9%	0	-1%	7%	4%	7%	-6%	-13%	-4%	1%	1
COCCCNC(=O)Cn1c(=O)n(CCCCCC(=O)Nc2ccccc2)c(=O)c2sccc21	12%	2	-3%	-10%	0%	4%	-3%	3%	-5%	1%	2
NN(Cc1ccccc1)C(=S)Nc1ccc(Cl)c(Cl)c1	0.0%	-3	-6%	?	-4%	11%	-3%	1%	?	-3%	25
COc1ccc(CC(=O)Nc2ccc(S(=O)(=O)Nc3onc(C)c3C)cc2)cc1OC	-0.2%	9	-1%	-8%	0%	-5%	0%	nt	-14%	5%	1
CCOC(=O)c1nn(-c2cccc(Cl)c2)c(C)c1C(C)=O	-0.4%	-1	-4%	-3%	-2%	?	-3%	9%	-26%	-2%	9
O=C(Nc1ccc(F)cc1)c1ccc(S(=O)(=O)NCc2cccnc2)cc1	-0.1%	-4	3%	?	-1%	?	-4%	nt	-55%[inhibitor]	-2%	-13
COC(=O)COc1ccc(S(=O)(=O)N2CCCCCC2)cc1C	-0.5%	-2	-1%	-2%	2%	0%	-1%	1%	-13%	-4%	-17
N#C/C(C(=O)N1CCCCC1)=C1/N=C(N)c2ccccc21	-1.5%	-1	-2%	3%	0%	0%	2%	2%	14%	-3%	9
COc1ccccc1NC(=O)C(=O)NCC1COc2ccccc2O1 (stereo unspecified)	-0.3%	-1	-5%	10%	-1%	?	-4%	0%	17%	-2%	-24
CCOc1cc(-n2nc(C)c(C#N)c2N)nc(SC)n1	-0.3%	0	-6%	0%	nt	4%	nt	8%	nt	0%	nt
CC1=CC2=NC(=O)/C(=C\c3ccc(OC(=O)c4ccco4)cc3)C(=N)N2O1	-0.2%	0	0%	?	-3%	4%	2%	5%	15%	-2%	10
Cc1cc(N2CCN(C(=O)c3ccco3)CC2)n2nc(-c3cccc(Cl)c3)cc2n1	-0.9%	1	-3%	1%	-7%	1%	-7%	5%	17%[7.66 µM]	-1%	-2
CC(C)NC(=O)CC(c1ccccc1)c1cc(Br)ccc1O (stereo unspecified)	-0.7%	0	1%	5%	5%	?	-2%	-12%	12%	2%	-16
CCCCCCC(=O)N(O)C1CC(=O)N(c2ccc(C)cc2)C1=O (stereo unspecified)	0.3%	2	-5%	-7%	-2%	?	-8%	28%	-73%[inhibitor]	-2%	-3
COc1cccc(C(=O)Nc2nnc(-c3ccccc3)s2)c1OC	0.2%	-1	-2%	-28%	4%	?	-1%	-21%	22%	nt	-9
Cc1c(C(=O)N2CC(C)OC(C)C2)sc2nc(-c3ccc(F)cc3)cn12 (stereo unspecified)	-0.1%	0	2%	nt	1%	?	1%	-9%	1%	-2%	3
Cc1ccc(C(C)(C)C)cc1S(=O)(=O)NC(=O)c1ccccc1	-0.7%	18	1%	-7%	0%	0%	-1%	-7%	0%	-2%	14
CSCC[C@H](NC(=O)C1CCCC1)c1nc2ccccc2[nH]1	-0.2%	1	-4%	11%	10%	2%	1%	1%	14%	1%	-1
CC1CCN(C(=O)COC(=O)[C@H](C)NS(=O)(=O)/C=C/c2ccccc2)CC1	0.2%	3	1%	nt	3%	?	-4%	5%	-4%	-2%	-26
O=C1c2cccc3cccc(c23)C(=O)N1Cc1cccnc1	-0.4%	3	-2%	nt	5%	-13%	-3%	4%	5%	0%	-19
CCN(CC(=O)Nc1cc(Cl)ccc1-n1cncn1)Cc1nc2ccccc2c(=O)[nH]1	4.9%	nt	-1%	nt	0%	-3%	-4%	nt	19%	nt	2
O=C1CC(N2CCOCC2)C(=O)N1Cc1ccc(N2CCCC2=O)cc1 (stereo unspecified)	-1.0%	3	-1%	-6%	-2%	1%	-4%	-12%	5%	2%	-5
Cc1ccc(-c2noc(CNS(=O)(=O)c3ccccc3)n2)cc1	-0.4%	nt	0%	nt	-1%	6%	0%	-1%	16%	-4%	-3
CCOC(=O)N1CCN(C(=O)c2cc(C)c3c(C)nn(-c4ccccc4)c3n2)CC1	0.5%	0	2%	-6%	0%	-2%	-8%	2%	-32%[inhibitor]	2%	-13
O=C(NCc1ccccc1Cl)c1cccc(C(F)(F)F)c1	-0.6%	-2	-5%	13%	1%	?	-1%	11%	-6%	-5%	8
COc1ccc(Br)cc1CNC(=O)C1CCCN(S(C)(=O)=O)C1 (stereo unspecified)	0.0%	3	-3%	19%	-1%	?	-3%	0%	40%	0%	-2
COc1cc(-c2cn[nH]c2N)cc(OC)c1OC	0.1%	-1	2%	0%	2%	-29%	-7%	4%	-25%	1%	14
Cc1ccccc1NC(=O)CSc1[nH]c(=O)cc(C)c1C#N	0.1%	13	-9%	11%	3%	0%	-1%	0%	5%	0%	5
O=C(OCc1cc(=O)n2ccsc2n1)c1ccccc1NCCO	0.4%	nt	?	nt	176%[activator]	?	-1%	nt	-12%	nt	4
COc1ccc2ccccc2c1/C=N/NC(=O)c1nnn(-c2nonc2N)c1C(C)C	0.3%	nt	1%	nt	-18%	1%	0%	nt	-5%	-1%	-5
O=C1c2ccccc2C(=O)C12OC2c1cccc2ccccc12 (stereo unspecified)	-0.6%	-58*	?	-5%	0%	?	-2%	12%	0%	?	-20
c1cc2c3c(cccc3c1)NC1(CCC3(CC1)Nc1cccc4cccc(c14)N3)N2	4.0%	-12	-25%	?	-15%	?	-5%	-4%	7%	0%	14
N=c1sccn1CC(=O)Nc1ccccc1Oc1ccccc1	0.0%	-3	-1%	-7%	4%	1%	-4%	-13%	-3%	2%	22
CC(C)(C)C(=O)NCCn1ccc2ccccc21	-0.3%	-9	3%	-12%	-4%	-1%	-2%	-1%	12%	-1%	-10
Cc1ccc(C)c(-n2c(Cc3cc(=O)[nH]c(=O)[nH]3)nnc2SCC(=O)NCC2CCCO2)c1 (stereo unspecified)	0.4%	1	-1%	5%	3%	-7%	-6%	-1%	10%	-1%	6
C=CCn1c(SCC(=O)NC2(C#N)CCCCC2)nnc1-c1ccncc1	5.0%	nt	-1%	nt	5%	11%	-6%	nt	13%	nt	9
Cc1sc2ncnc(OCC(=O)NCc3cccs3)c2c1C	-0.1%	-1	-6%	18%	1%	?	-2%	-4%	-23%	0%	-17
O=C(O)CCC(=O)Nc1nnc(C(F)(F)F)s1	0.3%	-5	1%	-1%	3%	?	-1%	-2%	-12%	-1%	-17
CSCC[C@H](NC(=O)C1CCN(S(=O)(=O)c2ccc(C)cc2)CC1)C(=O)NCc1ccco1	-0.6%	0	-5%	4%	-1%	-2%	-2%	2%	-6%	1%	6
CC(/C=C/C=C/c1ccccc1)=N/NC(=O)CNc1ccc(C)cc1	-0.6%	-9	-3%[0.46 µM]	16%	-2%	-18%	-6%	17%	-22%	0%	-4
Cc1ccc(C)c(NS(=O)(=O)c2c(C)nc3sccn3c2=O)c1	0.3%	2	0%	14%	0%	-4%	0%	?	-13%	nt	-15
CCCS(=O)(=O)NCCc1cc2ccc(C)cc2[nH]c1=O	0.5%	-1	6%	10%	-3%	4%	-5%	0%	30%	0%	9
CCN(c1cccc(C)c1)S(=O)(=O)c1ccc(-c2ccc(=O)[nH]n2)o1	0.7%	2	0%	20%	-1%	1%	-11%	nt	21%	5%	6
O=C(/C=C/c1ccc(O)cc1)c1ccc(NC2=C(N3CCCCC3)C(=O)c3ccccc3C2=O)cc1	0.5%	-46*	-3%	?	-18%	?	0%	22%	-40%[inhibitor]	-3%	9
CC(=O)c1c(C(C)=O)c(C)n(NC(=O)c2ccc(Cl)cc2)c1C	0.1%	8	-2%	-1%	4%	-23%	-8%	-15%	0%	1%	6
CC1CCCC(=C\c2ccccc2)/C1=N/O (stereo unspecified)	-0.6%	2	-6%	2%	0%	4%	0%	3%	-21%	2%	-1
CC(=O)NS(=O)(=O)c1ccc(N=NN2CCOCC2)cc1	-0.2%	0	1%	-14%	1%	-6%	-3%	2%	13%	0%	-2

Screening data as filed in PubChem BioAssay.

Only part of the results is shown. The share of hits here may be higher or lower than overall.
